From PubChem
CHT allo act: human CHT allosteric activation. Q9GZV3. CHT-expressing cells, membrane potential dye, choline EC20; active compounds read high; LV-AA mutant CHT in HEK293 cells. B-score at 10 µM. actives 0.49% (n = 310,000);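 active means initial fluorescence not abnormally high and integrated response B-score, plate-corrected, over 3 SD above library mean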
Target sequence (Q9GZV3 whole entry, looked up): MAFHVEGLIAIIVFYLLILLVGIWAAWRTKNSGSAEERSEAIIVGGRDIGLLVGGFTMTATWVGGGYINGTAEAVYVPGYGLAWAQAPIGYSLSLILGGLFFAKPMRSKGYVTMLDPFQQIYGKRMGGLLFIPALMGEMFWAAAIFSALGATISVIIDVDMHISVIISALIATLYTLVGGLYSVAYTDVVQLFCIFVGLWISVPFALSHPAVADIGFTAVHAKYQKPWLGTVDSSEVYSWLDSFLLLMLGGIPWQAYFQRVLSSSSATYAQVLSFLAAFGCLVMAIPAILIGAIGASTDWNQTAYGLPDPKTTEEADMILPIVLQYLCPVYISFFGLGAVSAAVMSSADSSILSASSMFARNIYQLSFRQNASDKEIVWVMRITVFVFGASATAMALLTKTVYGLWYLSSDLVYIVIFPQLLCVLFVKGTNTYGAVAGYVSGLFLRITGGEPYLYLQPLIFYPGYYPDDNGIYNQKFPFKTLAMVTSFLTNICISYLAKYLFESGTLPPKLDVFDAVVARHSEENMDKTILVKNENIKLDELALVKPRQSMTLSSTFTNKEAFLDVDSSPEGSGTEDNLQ
STK33 kinase inh: inhibitors of human STK33 kinase; purified STK33, MBP phosphorylation, ADP-Glo luminescence; AID 2661; inhibition, % at 10 µM; Q9BYT3; actives 0.073% (n = 320,000);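 active means inhibition at or above 25%, using the most active replicate where run in duplicate; inactive means inhibition below 25%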
Target sequence (Q9BYT3 whole entry, looked up): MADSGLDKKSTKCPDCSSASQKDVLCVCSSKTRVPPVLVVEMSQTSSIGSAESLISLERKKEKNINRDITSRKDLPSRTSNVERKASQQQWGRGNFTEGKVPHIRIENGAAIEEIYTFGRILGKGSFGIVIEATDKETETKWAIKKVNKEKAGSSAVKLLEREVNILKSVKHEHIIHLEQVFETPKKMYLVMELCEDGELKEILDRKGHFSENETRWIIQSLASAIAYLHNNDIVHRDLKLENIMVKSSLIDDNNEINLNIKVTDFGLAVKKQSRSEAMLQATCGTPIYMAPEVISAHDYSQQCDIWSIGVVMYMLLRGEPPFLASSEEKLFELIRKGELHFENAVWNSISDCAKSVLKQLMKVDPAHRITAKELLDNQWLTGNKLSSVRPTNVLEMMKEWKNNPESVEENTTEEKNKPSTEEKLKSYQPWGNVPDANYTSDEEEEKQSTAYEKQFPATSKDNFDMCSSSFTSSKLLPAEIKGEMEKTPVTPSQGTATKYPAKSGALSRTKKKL
CHT block: human CHT choline transport inhibition. CHT-expressing cells, membrane potential dye, choline response; active compounds read low. Q9GZV3. actives 0.86% (n = 310,000). B-score at 10 µM;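 active means B-score over 3 SD under the library average, and starting fluorescence ratio not unusually high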;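 further: choline stimulus applied at its EC90 after an EC20 pre-addition; B-score computed on integrated fluorescence ratio after choline addition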
An asterisk follows results filed as active; i = inactive; / = no result given.

SMILES	CHT allo act	STK33 kinase inh	CHT block
Cc1csc(Cn2c(CN(C)C)nc3ccccc3c2=O)n1	i	0.2	i
COc1cccc(/C(C#N)=C/c2c(-c3ccc(Cl)cc3)nc3c(C)cccn23)c1	i	-1.8	i
O=C(CCCCCNC(=O)N1CCn2c1nc1ccccc12)NCc1ccccc1	i	5.8	i
Cc1cc(C)c2sc(NC(=O)C3=COCCO3)nc2c1	i	-1.7	i
CC(C)C[C@H](NC(=O)OC(C)(C)C)C(=O)N[C@@H](CO)[C@H](O)[C@@H]1C[C@@H]1C(=O)N(C)C	i	-0.6	i
CC(=O)Nc1ccc(S(=O)(=O)N2CCN=C2SCc2ccccc2C)cc1	i	-1.4	i
COc1cc(/C=N/NC(=O)Cn2cnc3ccccc3c2=O)ccc1O	i	1.0	i
CCOc1nc(NCCO)nc(Nc2ccccc2F)n1	i	-1.0	i
COCCN(C(=O)c1ccccc1)c1nnc(-c2cccnc2)s1	i	-0.1	i
C=CCc1cccc(/C=N/NC(=O)CNc2ccccc2)c1O	i	-0.8	i
CNC(=O)COc1coc(CN2CCN(Cc3ccccc3)CC2)cc1=O	i	0.4	i
CS(=O)(=O)N(CC(=O)N1CCCCC1)c1sc2c(c1C#N)CCCC2	i	-1.6	i
COCCCNc1nc(N)c([N+](=O)[O-])c(N2CCCCCC2)n1	i	0.2	i
COc1ccc(/C=N/Nc2ccc([N+](=O)[O-])cc2)cc1O	i	0.3	i
CC(C)NCCOCCSc1ccc(Cl)cc1	i	-0.6	i
COc1cc(/C=C/C(=O)NCCc2ccc(S(N)(=O)=O)cc2)ccc1OCC#N	i	-1.3	i
O=C(Nc1ccc2c(c1)OCCO2)C1CC(c2ccc(F)cc2)=NO1 (stereo not given)	i	0.6	i
O=C(Nc1ccccc1Cl)c1ccc(-n2cccn2)c([N+](=O)[O-])c1	i	-0.6	i
CCCN1C[C@H](CSC)C[C@@H]2c3cccc4[nH]cc(c34)C[C@H]21	i	/	i
Cc1cccc(NC(=S)N(CCCN2CCOCC2)C(C)c2cc3ccccc3o2)c1C (stereo not given)	i	0.6	i
CCCCNC(=O)[C@@H]1CSC2c3ccccc3C(=O)N21 (stereo not given in full)	i	-1.3	i
COc1ccc(CN2CCNC(=O)C2CC(=O)N(C)CCc2cnn(C)c2)c(F)c1 (stereo not given)	i	-0.1	i
COc1ccc(OC)c(NC(=O)CSC2=NCCS2)c1	i	9.4	i
CCCCOc1cccc(C2C(C(=O)c3cccs3)=C(O)C(=O)N2Cc2cccnc2)c1 (stereo not given)	i	-1.9	i
Cc1cc(S(=O)(=O)c2ccc([N+](=O)[O-])cn2)ccc1Br	i	-1.2	i
CC1(C(=O)O)CC(C)(C(=O)O)CC(C)(C(=O)O)C1 (stereo not given)	i	0.1	i
Cc1nnc(NC(=O)CN2CC(C)OC(C)C2)s1 (stereo not given)	i	-0.7	i
O=c1oc2ccccc2cc1-c1ccc(O)cc1O	i	0.2	i
O=C(O)C(=O)/C(=C\c1cccc(Cl)c1)c1ccc2ccccc2n1	i	1.1	i
CC12CCC(C(=O)NCc3cccnc3)(OC1=O)C2(C)C (stereo not given)	i	-1.6	i
Cc1nn(Cc2ccccc2)c(C)c1NC(=O)CSc1nc(C2CC2)nc2c1cnn2-c1ccccc1	i	-2.8	i
FC(F)(F)c1cnc(Sc2ncn[nH]2)c(Cl)c1	i	0.7	i
CCOC(=O)N(Cc1ccccc1)C(C(=O)O)C(C(=O)O)N(Cc1ccccc1)C(=O)OCC (stereo not given)	i	-0.4	i
COC(=O)c1cccc(NC(=O)c2nn(C(C)C)c(=O)c3ccccc23)c1	i	-0.8	i
O=C(NNC1=NCCC1)c1cccc(S(=O)(=O)N2CCOCC2)c1	i	-1.5	i
O=c1c2ccccc2ncn1/N=C/c1ccccc1	i	2.5	i
COc1ccc(-c2cc3ccccc3oc2=O)cc1NC(=S)NC(=O)c1ccc2c(c1)OCCO2	i	-0.7	i
CCc1ccc(-n2c(CSc3nnnn3-c3ccccc3)nc3ccccc3c2=O)cc1	i	0.6	i
COc1ccccc1NS(=O)(=O)c1cccc2cccnc12	i	-1.1	i
CC(Sc1nc(N)c(NC(=O)c2ccc(Br)o2)c(=O)[nH]1)C(=O)O (stereo not given)	i	0.4	i
Cc1sc(NC(=O)c2cccnc2)nc1-c1ccccc1	i	-0.9	i
CCc1nccn1CCC(=O)N1CCCC(N2CCN(c3ccccc3F)CC2)C1 (stereo not given)	i	-2.7	i
COc1ccc(-c2csc3[nH]c(=S)n(-c4ccccc4)c(=O)c23)cc1OC	i	-0.6	i
Cn1c(=O)c2c(nc(Br)n2CCSc2nc3ccccc3o2)n(C)c1=O	i	-1.1	i
COc1ccc(S(=O)(=O)N2CCC(C(=O)Nc3nccs3)CC2)cc1	i	-0.2	i
CCCCCC(=O)Nc1cc(N(C)C)nc2ccccc12	i	-2.9	i
Cn1c2ccccc2c2cc(/C=N/NC(=O)c3cc(O)ccc3O)ccc21	i	-0.6	i
CC(C)OCCCNC(=O)CN1C(=O)CC(C)(C)S(=O)(=O)c2ccccc21	i	0.3	i
N#C/C(=C\c1ccccc1)C(=O)NCCN1CCOCC1	i	-0.1	i
O=C(Nc1nccs1)C1CC(=O)N(c2ccccc2)C1 (stereo not given)	i	0.4	i

The listing continues:
SMILES	CHT allo act	STK33 kinase inh	CHT block
Cc1cc(-c2nnnn2-c2ccc(C(F)(F)F)cc2)no1	i	2.4	i
CN(C(=O)C1CCCN(S(=O)(=O)c2cccc([N+](=O)[O-])c2)C1)C1CCS(=O)(=O)C1 (stereo not given)	i	4.4	i
COc1cc(NC(=O)Cn2ccsc2=N)c(C)cc1[N+](=O)[O-]	i	-0.1	i
CN(C)CCN(C(=O)c1cccc2ccccc12)c1nc2cc3c(cc2s1)OCO3	i	0.9	i
COc1ccc(C)c2sc(N(CCCN(C)C)C(=O)c3ccc4c(c3)OCCO4)nc12	i	0.1	i
CSc1ncc(CO)n1Cc1ccccc1	i	-0.3	i
CC1CC(c2ccccc2)n2nc(NC(=O)c3ccco3)nc2N1 (stereo not given)	i	-0.6	i
O=C(COC(=O)C12CC3CC(CC(C3)C1)C2)N1CCN(S(=O)(=O)c2ccccc2)CC1	i	-1.1	i
COc1ccccc1NC(=O)N1CCCC1C(=O)NC1CCCCC1 (stereo not given)	i	0.3	i
Cc1cc(C)cc(NC(=O)C2C3C=CC4(O3)C2C(=O)N(CCCN2CCCCC2)C4C(=O)NC2CCCCC2)c1 (stereo not given)	i	-1.6	i
CCn1c(C)cc(/C=C2\NC(=O)N(Cc3ccc(Cl)cc3)C2=O)c1C	i	0.3	i
COc1ccc(C(=O)NCCc2cc3ccc(C)c(C)c3[nH]c2=O)cc1OC	i	0.2	i
CN(C(=O)COC(=O)CNS(=O)(=O)/C=C/c1ccccc1)C1CCS(=O)(=O)C1 (stereo not given)	i	-0.5	i
COC(=O)C1=C(C)NC(=O)NC1c1ccccc1Cl (stereo not given)	i	0.0	i
CC(C)n1cnnc1SCC(=O)Nc1ccc(N2CCCCC2)cc1	i	-2.4	i
C/C(=N\N(c1ccccc1)c1ccccc1)c1ccc(N)cc1	i	0.2	i
CC(C)N1C(=O)C2ON(c3ccccc3)C(c3cccs3)C2C1=O (stereo not given)	i	0.5	i
[O-][n+]1ccccc1/C=C/c1ccccc1	i	-0.7	i
CN(Cc1ccno1)Cc1cn(C)nc1-c1ccc(Oc2ccccc2)cc1	i	0.0	i
Cc1cccc(CCNC(=O)CC2C(=O)NCCN2CC2CCCCC2)n1 (stereo not given)	i	0.2	i

A few values from above.
C/C(=N\N(c1ccccc1)c1ccccc1)c1ccc(N)cc1 – STK33 kinase inh = 0.2
CC(C)N1C(=O)C2ON(c3ccccc3)C(c3cccs3)C2C1=O (stereo not given) – STK33 kinase inh = 0.5

Additional results
SMILES	CHT allo act	STK33 kinase inh	CHT block
COc1ccc(-c2oc3ccccc3c2C(=O)OCc2ccc([N+](=O)[O-])cc2)cc1	i	-0.3	i
CC1CCCC(NC(=O)c2cccc(S(=O)(=O)N3CCN(c4ccccc4)CC3)c2)C1C (stereo not given)	i	0.8	i
CCOC(=O)c1cnn(-c2ccccc2)c1-n1cccc1C(=O)C(=O)Nc1ccc(OC)cc1	i	-0.2	i
Cn1/c(=N/NC(=O)c2ccccc2Br)sc2ccccc21	i	-0.5	i
Cc1cnc(CN(C)C(=O)C2CCC(=O)N(CCc3cccc(F)c3)C2)[nH]1 (stereo not given)	i	/	i
O=C(Nc1cc(S(=O)(=O)Nc2ccc(Cl)cc2)ccc1N1CCCCC1)c1ccc(F)cc1	i	0.2	i
CCOC(=O)C1CCN(C(=O)CCS(=O)(=O)c2ccc3c(c2)CC(C)N3C(=O)CC)CC1 (stereo not given)	i	-1.1	i
CCn1c(C(C)NC(=O)c2ccc(C)cc2)n[nH]c1=S (stereo not given)	i	-1.7	i
Cc1nc2ccccc2n1S(=O)(=O)N(C)C	i	1.5	i
Cc1ccccc1CN(C)C(=O)CNC(=O)c1ccc2ccccc2c1	i	-0.8	i

Quoted at random: two records from the list, in no set order.
SMILES	CHT allo act	STK33 kinase inh	CHT block
Cn1/c(=N/NC(=O)c2ccccc2Br)sc2ccccc21	i	-0.5	i
Cc1cnc(CN(C)C(=O)C2CCC(=O)N(CCc3cccc(F)c3)C2)[nH]1 (stereo not given)	i	/	i

(further entries)
SMILES	CHT allo act	STK33 kinase inh	CHT block
CCOC(=O)c1c(NC(=O)CS(=O)(=O)c2cn(CC)c3ccccc23)sc2c1CCCCC2	i	0.7	i
COC(=O)CNC(c1ccccc1)c1cc(Br)ccc1NS(=O)(=O)c1ccccc1 (stereo not given)	i	-0.7	i
C/C(CC(=O)NCc1ccco1)=N\NC(=O)C(c1ccccc1)c1ccccc1	i	-1.5	i
COc1cc(NS(=O)(=O)c2ccc(NC(=O)CSC3=NCCS3)cc2)nc(OC)n1	i	-0.5	i
CCOc1cc2nc(-c3ccc(OC)c(OC)c3)nc(N3CC(C)OC(C)C3)c2cc1OC (stereo not given)	i	0.3	i
CC1(C)CC(=O)C=C(NCc2ccc(C(=O)O)cc2)C1	i	-0.5	i
CN1CCN(Cc2cccc(Oc3ccc(Cl)cc3)c2)CC1	i	-1.6	i
COC(=O)c1c(C)oc2ccc(N(C(=O)Oc3ccccc3)S(=O)(=O)c3ccc(Cl)c([N+](=O)[O-])c3)cc12	i	-1.1	i
CCCCCC1CC(=O)N(Cc2ccc(Cl)cc2)C(=O)N1 (stereo not given)	i	0.9	i
Cc1nn(C)c(C)c1CN(C)C(=O)c1nn2c(c1Br)NC(c1cccs1)CC2C(F)(F)F (stereo not given)	i	-0.9	i

Some of the entries above, reformatted:
Values in the order – CHT allo act	STK33 kinase inh	CHT block
CCCCCC1CC(=O)N(Cc2ccc(Cl)cc2)C(=O)N1 (stereo not given)
  i	0.9	i
COc1cc(NS(=O)(=O)c2ccc(NC(=O)CSC3=NCCS3)cc2)nc(OC)n1
  i	-0.5	i
COC(=O)CNC(c1ccccc1)c1cc(Br)ccc1NS(=O)(=O)c1ccccc1 (stereo not given)
  i	-0.7	i

Three structures already listed, ordered by molar mass, low to high:
SMILES	CHT allo act	STK33 kinase inh	CHT block
CCCCCC1CC(=O)N(Cc2ccc(Cl)cc2)C(=O)N1 (stereo not given)	i	0.9	i
CCOC(=O)c1c(NC(=O)CS(=O)(=O)c2cn(CC)c3ccccc23)sc2c1CCCCC2	i	0.7	i
Cc1nn(C)c(C)c1CN(C)C(=O)c1nn2c(c1Br)NC(c1cccs1)CC2C(F)(F)F (stereo not given)	i	-0.9	i

Next section:
SMILES	CHT allo act	STK33 kinase inh	CHT block
CCn1c(COc2ccccc2)nnc1SCC(=O)Nc1ccc2c(c1)OCCO2	i	-1.6	i
Cc1cccc(N=Cc2cc3c(cc2[N+](=O)[O-])OCO3)c1	i	1.6	i
COc1ccc(-c2cc(C(=O)Nc3cnn(Cc4ccccc4C)c3)no2)cc1OC	i	-0.9	i
COc1ccc(N2C(=O)CC(SCCc3nc4ccccc4[nH]3)C2=O)cc1 (stereo not given)	i	-3.8	i
COc1ccc(CCN(C(=O)C(F)(F)F)C(C(=O)NC2CCCC2)c2cccs2)cc1OC (stereo not given)	i	-0.1	i
CC(=O)Nc1ccc(-c2csc(NC(=O)C3CC(=O)N(c4ccc5c(c4)OCCO5)C3)n2)cc1 (stereo not given)	i	0.2	i
CN(CC(=O)NCc1ccncc1)S(=O)(=O)c1ccc(Br)cc1	i	-0.4	i
CCCCC(=Nc1ccc(N)cc1)C1=C(O)C(C(=O)OC)C(C)(C)CC1=O (stereo not given)	i	-1.3	i
Cc1[nH]n(-c2cccc(Cl)c2)c(=O)c1-c1ccc(Cl)cc1	i	-1.2	i
O=C(N/N=C/c1c[nH]c2ccccc12)c1ccn(Cc2ccc(Cl)cc2)n1	i	-1.3	i
Cc1ccc(C(NC(=O)c2ccccc2)C(Cl)(Cl)Cl)cc1 (stereo not given)	i	-2.3	i
CS(=O)(=O)N1CCN(c2ccc(NC(=O)Cc3ccccc3)cc2)CC1	i	1.1	i
CCCCOC(=O)Nc1cccc(Cl)c1C	i	1.5	i
Cc1ccc(NC(=O)Cn2c(=O)cnc3ccccc32)cc1S(=O)(=O)N(C)C	i	0.0	i
N#C/C(=C1/CCCCCN1)c1nc2ccccc2s1	i	-1.6	i
Cc1ccc(S(=O)(=O)N(C)C)cc1NC(=O)C1CCCC1	i	/	i
O=C(NCCC1CCCCN1S(=O)(=O)c1ccc(Cl)cc1)C(=O)NCc1ccco1 (stereo not given)	i	-1.5	i
Cn1c(SCC(=O)C(C)(C)C)nnc1-c1cccnc1	i	-1.8	i
